Source: PubChem
uPA generation = cell surface uPA generation inhibition. cell surface uPA generation assay, qHTS. Potency, µM (highest dose often 38.3 µM), without a hit: at the highest dose activity change, negative = inhibition, most hits filed as inhibitors. actives 0.31% (n = 330,000); active = well fitted inhibition curve with a large enough effect; inconclusive = small, poorly fitted or top-dose-only effect; inactive = no such curve, though single readings can be large or run the other way; tested in mouse RAW 264.7 cells; also: potency is read from the fitted curve at half-maximal effect; % is scaled to controls: 0 for no effect and ±100 for the full control effect; nearly all actives have a fitted effect of over 55% in size
TCR activator = T cell receptor activation; primary human leukocytes, anti-CD3, IL-2 HTRF, 48 h; Potency, µM (highest dose often 9.22 µM), without a hit: at the top dose activation of IL-2 secretion, actives largely listed as activators; 330,000 tested, under 10 active; active = well fitted activation curve with a large enough effect; inconclusive = small, poorly fitted or top-dose-only effect, or another doubt; inactive = no such curve, though single readings can be large or run the other way; also: % of control where 0% means no effect
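Human primary leukocytes + a-CD3 beads + cpd, 48 hr; IL-2 in supernatant by HTRF (ex 320nm / em 665nm). No co-stimulatory signal supplied.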
TSG101-PTAP inh = blocks PTAP/TSG101 interaction to inhibit HIV-1 budding | 340,000 tested, under 10 active | Fluorescence polarization, FITC-PTAP peptide / Tsg101 binding | Potency, µM (highest dose often 115 µM), for inactives: at the top dose activity change, negative = inhibition, hits mostly inhibitors | AID 493005 | Q99816; active = well fitted inhibition curve with a large enough effect in the main read-out, with a control signal flat, not every such curve was filed as active; inconclusive = small, poorly fitted or top-dose-only effect, or effect the other way, or a change in a side signal; inactive = no such curve, though single readings can be large or run the other way; also: potency is read from the fitted curve at half-maximal effect; % of control where 0% means no effect
Target sequence (Q99816 whole entry, looked up): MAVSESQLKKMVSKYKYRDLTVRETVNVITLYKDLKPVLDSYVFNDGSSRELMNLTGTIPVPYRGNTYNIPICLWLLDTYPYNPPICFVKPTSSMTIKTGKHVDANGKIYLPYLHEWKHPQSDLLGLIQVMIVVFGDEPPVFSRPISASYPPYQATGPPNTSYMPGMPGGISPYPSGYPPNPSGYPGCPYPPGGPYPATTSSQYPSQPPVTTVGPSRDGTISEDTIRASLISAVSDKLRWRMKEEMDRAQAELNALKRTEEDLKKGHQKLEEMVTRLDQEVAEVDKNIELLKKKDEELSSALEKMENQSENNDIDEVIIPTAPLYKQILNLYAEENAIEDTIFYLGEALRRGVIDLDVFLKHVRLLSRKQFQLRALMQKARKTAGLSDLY
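Compounds were pin-transferred onto Tsg101 binding domain (10 uM final) in HEPES pH 7.5 buffer, then FITC-PTAP peptide was added at 50 nM final. After 20 min at RT, polarization reported peptide displacement across a qHTS concentration series.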
Starred values were filed as active, the others as inactive; ? = inconclusive. Not all compounds are listed; rates above refer to the full screens.

TCR activator | uPA generation | TSG101-PTAP inh | mol
9% | -12% | ? | COc1cccc2c1C(=O)c1c(O)c3c(c(O)c1C2=O)C[C@@](O)(C(=O)CO)C[C@@H]3OC1CC(N)C(O)C(C)O1 (stereo partly drawn)
0% | -1% | -6% | CC(NC(=O)COc1ccccc1)C1COc2ccccc2O1 (stereo not drawn)
-2% | -2% | -1% | O=C(CSc1ccc2nnc(-c3ccc(F)cc3)n2n1)N1CCOCC1
-10% | 2% | 1% | COc1ccc(NS(=O)(=O)c2cccc(C(=O)NNC(=O)CNC(=O)c3ccccc3Cl)c2)cc1
0% | 5% | 1% | C=CCOC(=O)C1=C[C@@H](c2ccc(Br)cc2)C[C@@H](OCCCCO)O1
8% | 6% | -3% | COc1ccccc1NC(=O)COc1ccc(C(F)(F)F)cc1[N+](=O)[O-]
1% | -8% | -11% | O=S(=O)(O)c1cc(Cl)cc(N=Nc2ccc(O)cc2O)c1O
3% | 4% | 2% | CC(C)C1CC(C(=O)Nc2ccccc2)C(=O)O1 (stereo not drawn)
2% | -8% | -1% | CCO[C@@H]1OC(C(=O)NC2CC2)=C[C@H](c2coc3ccccc3c2=O)[C@H]1CCCO
0% | 3% | -5% | COc1ccc(S(=O)(=O)n2cccc2)cc1
4% | 8.9µM* | -3% | O=C(Nc1cccc(NC(=O)c2cc([N+](=O)[O-])ccc2Cl)n1)c1cc([N+](=O)[O-])ccc1Cl
-15% | 9% | -3% | CC1=C(C(=O)OCc2ccccc2)C(c2ccccc2OS(=O)(=O)c2ccc(C)cc2)NC(=O)N1CCCC(=O)O (stereo not drawn)
0% | ? | -2% | O=C(C(Br)=Cc1ccccc1)c1ccccc1
-1% | -10% | -1% | COc1ccc(CCc2cc(OC)c(OC)c(OC)c2)cc1
0% | -11% | -1% | COc1cc(C2c3cc4c(cc3CC3COC(=O)N32)OCO4)cc(OC)c1OC (stereo not drawn)
15% | -2% | 1% | COC(=O)c1ccc(CSc2nc(C(F)F)cc(C)c2C#N)o1
-3% | -12% | 1% | COc1ccc(OC(=O)N2C/C(=C/c3ccccc3)C(=O)/C(=C\c3ccccc3)C2)cc1
-3% | 2% | -3% | O=C(CCc1nc(-c2ccc(Cl)cc2)no1)OCc1ccc(Br)cc1
-6% | -6% | -3% | CCNc1cc2c(cc1O)CCC1C2CCC2(C)C(O)CCC12 (stereo not drawn)
-62% | ? | -3% | COc1cc(C(=O)NC2CCN(C)CC2)ccc1Nc1ncc2c(n1)N(C1CCCCC1)CCC(=O)N2C
3% | -2% | 0% | O=C(Cc1cccc(NC(=O)C2CCN(C(=O)C3CC3)CC2)c1)Nc1cccc(C(=O)N2CCCCC2)c1
4% | 16% | -7% | CCOc1ccc(OCCCC(=O)Nc2cc(S(=O)(=O)N3CCOCC3)ccc2N2CCOCC2)cc1
0% | ? | 0% | CN(C(=O)c1ccc(NC(=O)Cc2cccc(NC(=O)C3CCN(C(=O)C4CCCC4)CC3)c2)cc1)C1CC1
-1% | -5% | -1% | O=C(CC1CCCC1)N1CCN(S(=O)(=O)c2cccc(F)c2)CC1
10% | 5% | -12% | CC(C)C[C@@H](CN1CCC[C@@H]1CN1C(=O)C(=O)NC[C@@H]1Cc1ccccc1)N1C[C@H](Cc2ccccc2)N(CC2CCCCCC2)C(=O)C1=O
0% | 0% | -5% | CCc1nnc(NC(=O)[C@@H](NS(=O)(=O)c2ccc3c(c2)OCCO3)C(C)C)s1
-4% | -3% | 0% | Nc1nccc(NCCSCc2ccccc2)n1
-8% | 0% | -5% | O=C(CCc1ccccc1)Oc1ccccc1[N+](=O)[O-]
-2% | 10% | -1% | Cc1ccc(C2(SCC(N)C(=O)O)c3ccccc3-c3ccccc32)cc1 (stereo not drawn)
-13% | 0% | -1% | OC(c1ccccc1)C(Nc1ccccn1)c1ccccc1 (stereo not drawn)
-7% | 18% | -3% | CCOC(=O)CN1C(=O)N[C@@H](c2cccc(C(F)(F)F)c2)C(C(=O)OC)=C1C
0% | -1% | -5% | COc1ccccc1-c1coc2c(CN3CCN(CCO)CC3)c(O)ccc2c1=O
-5% | 3% | 2% | Cc1c(NC(=O)c2cccc(S(=O)(=O)N(C)c3ccccc3)c2)c(=O)n(-c2ccccc2)n1C
0% | 0% | 0% | O=[N+]([O-])c1ccc(N=NNc2ccc([N+](=O)[O-])cc2)cc1
-2% | -6% | -1% | S=c1ncc2[nH]c(=S)[nH]c2[nH]1
0% | 7% | -6% | Cc1c(C=Nc2ccc(S(=O)(=O)N(C)C)cc2)c(O)[nH]c(=O)c1C#N
-4% | -8% | -3% | Cc1ccccc1OCCCCCCN1CCNCC1
-3% | 4% | -1% | COc1ccccc1C=NNc1nc(C)cc(=O)[nH]1
-37% | 3% | 0% | CCc1n[nH]c(=S)n1/N=C/c1ccc(-c2ccc(Br)cc2)o1
-1% | 10% | 0% | CC(=O)n1cc([C@H]2C=C(C(N)=O)O[C@@H](OCc3ccc(CO)cc3)C2)c2ccccc21
3% | -4% | -1% | CCOC(=O)C1CCCCN1C(=O)c1cc2ccc(OC)cc2c2cc(OC)c(OC)cc12 (stereo not drawn)
-1% | 0% | -3% | OCCn1cnc2c(SCc3ccccc3)ncnc21
0% | 1% | 0% | Cc1nn(C)c(=S)[nH]c1=S
-8% | 6% | 1% | CCCNC(=O)c1onc(CSc2ccc(Cl)cc2)c1C(=O)NCCC(C)C
-5% | -2% | 3% | COc1cc(C(=O)OCc2csc(CC(=O)Nc3cc(C)ccc3C)n2)ccc1OC(F)F
-3% | 5% | -3% | O=C(NCCc1ccccc1Cl)c1cc(COc2ccc(F)cc2F)on1
-4% | 9% | -3% | CCCc1nnn(S(=O)(=O)c2ccc([N+](=O)[O-])cc2)c1CCC
-3% | -10% | 1% | CN(C)CC1CC/C(=C\c2ccc(O)cc2)C1=O (stereo not drawn)
1% | -3% | 0% | c1ccc(CSc2ncnc3c2oc2ccccc23)cc1
8% | 5% | -1% | Clc1ccc(C=NN2CCCCCC2)cc1Cl
-1% | 11% | -3% | N#CCOc1ccccc1CNC[C@H]1O[C@@H](n2cnc(C(N)=O)n2)[C@H](O)[C@@H]1O
-3% | 1% | -7% | COC(C/C=C/[C@H](O)[C@H](C)OCc1ccccc1)OC
1% | -8% | -2% | Cc1cc(-c2cc(C(=O)Nc3ccccc3)on2)nc(NCC2CC2)n1
-10% | 3% | -3% | CC(Sc1nnc(CN2CCCC2)n1Cc1ccccc1)C(=O)Nc1ccc(F)cc1Cl (stereo not drawn)
7% | -3% | 0% | CC(C)(C)CC(C)(C)SSc1n[nH]c(=S)s1
1% | -1% | -3% | Cc1ccc2c(c1)N(CC(=O)Nc1ccccc1F)C(=O)C(C)O2 (stereo not drawn)

Following part.
TCR activator | uPA generation | TSG101-PTAP inh | mol
-3% | -4% | -5% | CC(Sc1ncnc2sccc12)C(=O)Nc1ccc(S(=O)(=O)N2CCOCC2)cc1 (stereo not drawn)
-3% | 5% | -1% | CCOC(=O)[C@@H]1[C@H]2COc3cc(OC)ccc3[C@@H]2N2C(=O)N(c3ccc(C)cc3)C(=O)[C@]12C
-6% | ? | 1% | O=c1c2ccccc2sc2ccc(NCCCN3CCOCC3)cc12
10% | -7% | -2% | CN(C)CCN1C(=O)CCC2(C)C1=CCC1C2CCC2(C)C1CCC2(C)O (stereo not drawn)
-2% | ? | -5% | CCCCN(C(C)=O)c1ccc2c(c1)C1CC2CCN1C(=O)OCc1ccccc1 (stereo not drawn)
-5% | -7% | ? | COc1ccccc1CNC(=O)c1cc(S(=O)(=O)N2CCN(c3ccccc3)CC2)ccc1Cl
0% | -5% | 0% | Cc1cccc(NC(=O)C2CC3CCC2C3)c1C (stereo not drawn)
3% | 1% | 1% | O=c1ccn([C@@H]2O[C@H](CNCC3=Cc4cc(O)ccc4OC3)[C@@H](O)[C@H]2O)c(=O)[nH]1
-2% | -2% | -2% | CN(C(=O)c1cccc(NC(=O)Cc2cccc(NC(=O)C3CCCN(C(=O)C4CC4)C3)c2)c1)C1CC1 (stereo not drawn)
-6% | 0% | 3% | C[C@H]1CC[C@]2(O[C@@H](CCO)C[C@H](O)[C@H]2O)O1
9% | 0% | -4% | O=C1c2cc(S(=O)(=O)N(CCO)CCO)ccc2-c2ccc(S(=O)(=O)N(CCO)CCO)cc21
9% | 1% | -7% | O=C(NC1CCCCCCC1O)c1ccccc1 (stereo not drawn)
-1% | 11% | -1% | O=C(NC1CC1)c1cccc(NC(=O)C2CCCC2)c1
-6% | 5% | -1% | CC(Cc1ccccc1)Nc1ncnc2c1ncn2C1OC(CO)C(O)C1O (stereo not drawn)
-4% | 0% | -2% | O=C(NCCCCCCCN1CCCCCCC1)C(C1CCCCC1)C1CCCCC1
1% | 9% | 1% | CN(C(=O)c1cccc(NC(=O)Cc2cccc(NC(=O)C3CCN(C(=O)C4CCC4)CC3)c2)c1)C1CC1
0% | -14% | -7% | COc1cccc(C2c3cc4c(cc3OC(C)(N3CCCC3)C2C)OCO4)c1O (stereo not drawn)
-3% | 12% | -2% | CN(C)c1nc(N)c(C#N)c(C#N)c1C#N
2% | 1% | 1% | CCOC(=O)C1(C(=O)OCC)NC(=O)CC1CC (stereo not drawn)
-3% | 0% | 1% | OC(CCCC(O)c1ccccc1)c1ccccc1 (stereo not drawn)
-5% | 1% | -5% | C=CC[C@H]1C=C[C@@H](C(C(=O)OC)C(=O)OC)CN1C(C)=O
4% | 1% | 0% | COc1ccc(C=CC(=O)C=CC=Cc2ccccc2)cc1
10% | 4% | -3% | NS(=O)(=O)c1cccc(NC(=O)COC(=O)Cc2ccc(S(=O)(=O)N3CCOCC3)s2)c1
-1% | 3% | 0% | CCOc1ccc(C(=O)NCC(=O)OCC(=O)N(C)CC(=O)Nc2ccccc2CC)cc1OCC
-2% | 6% | -2% | Cc1sc2ncnc(N3CCC(C(=O)Nc4cc(C(F)(F)F)ccc4OCC(F)(F)F)CC3)c2c1C
-1% | -1% | -2% | O=C1OC(c2ccccc2)(c2cc(Br)ccc2O)c2ccccc21 (stereo not drawn)
-11% | -12% | -2% | CC(C)C(Cl)=NOC(=O)Nc1ccc(F)cc1
7% | 1% | -5% | CC(=O)N1CCc2ccc([N+](=O)[O-])cc21
0% | -12% | -4% | COc1cccc(C2c3cc4c(cc3OC(N3CCOCC3)C2C)OCO4)c1O (stereo not drawn)
5% | 1% | -6% | O=c1ccc(-c2ccccc2)nn1Cc1ccccc1
-3% | 0% | 1% | CC(C)Cc1nnc(N)s1
1% | 6% | -1% | CCO[C@@H]1OC(C(=O)O)=C[C@H](c2ccccc2)[C@H]1CCCO
2% | 5% | -2% | CC[C@@H]1CN(C)[C@H]2Cc3c([nH]c4ccccc34)C(=O)C[C@@H]1[C@@H]2C(=O)OC
13% | -21% | -2% | CCOC(=O)CSc1nnc(-c2ccc(S(=O)(=O)NCc3cccs3)cc2)o1
4% | -1% | -5% | Nc1c(C2CCCCC2)c(=O)on1C(=O)c1ccccc1
2% | -10% | -1% | C=C1C(=O)C23C(O)C1CCC2C12CCCC(C)(COC(C)=O)C1C(O)C3(O)OC2 (stereo not drawn)
3% | -7% | 0% | CC(=O)Nc1cc2oc3ccccc3c2cc1[N+](=O)[O-]
-5% | -3% | -1% | COc1cc(/C=N/NC(=O)c2cc(-c3cccc(Br)c3)nc3ccccc23)cc(OC)c1O
3% | 4% | -6% | Nc1nc(N)c(Br)c(Nc2ccc(Cl)c(Cl)c2)n1
-2% | -10% | 0% | C[C@H]1CN[C@H](CCO)/C1=C\c1ccccc1
0% | -2% | 0% | CC(=O)OC1CCC2C3CCC4=C(CC(F)C(=O)C4)C3CCC12C (stereo not drawn)
5% | 0% | -2% | COc1ccccc1C=NNC(=O)C(=O)NN=Cc1ccccc1OC
2% | 0% | -1% | CN(C)CC1(C)Cc2ccsc2C1O (stereo not drawn)
0% | -1% | -1% | O=C1NCN(C2CCCCC2)CN1
